5HT1E antag: antagonists of human 5-HT1E serotonin receptor | P28566 | CHO 5-HT1E Ga15 NFAT-bla reporter, FRET, antagonist | inhibition, % at 6 µM | 65,000 tested, 0.99% active | AID 571;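 active = inhibition above a set limit, the mean inhibition across every tested compound plus 3 SD, cut at about 29% in these data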;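 note: signal is the 460 over 535 nm emission ratio of beta-lactamase substrate; 0% = agonist plus DMSO wells and 100% = wells without agonist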
RORa activator: activates the human nuclear receptor RORA; CHO-K1 Gal4-RORA LBD luciferase reporter, luminescence; percent increase over mock-subtracted basal signal; activation, % at 10 µM; 65,000 tested, 1.5% active; AID 560;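 active = activation above the mean of all tested compounds plus 3 SD, cut at about 49% in these data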;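 note: 0% = DMSO-treated RORA cells and 100% = added signal equal to DMSO minus mock-transfected cells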
MMP13 inh: MMP13 (human) collagenase inhibition; AID 570; inhibition, % at 4 µM; P45452; 65,000 tested, 0.07% active; MMP-13 fTHP FRET cleavage, Mca fluorescence;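 active = inhibition above the mean of compound-free control plate wells plus 3 SD, cut at about 14% in these data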;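 note: 0% = DMSO wells and 100% = wells with reference MMP-13 inhibitor after basal subtraction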
HTR1E agonist: agonists of human 5-HT1E serotonin receptor; P28566; CHO 5-HT1E Ga15 NFAT-bla reporter, FRET; 0% DMSO wells, 100% control agonist wells; activation, % at 6 µM; 65,000 tested, 0.69% active;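 active = activation above a set limit, the screen-wide mean activation plus 3 SD, cut at about 8.5% in these data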;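 note: 100% = positive control agonist at 1 µM giving full maximal response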
NADH coupling: inhibition of NAD/NADH coupling enzymes, library profiling; 65,000 tested, 0.02% active; coupled PK/LDH NADH assays, four targets; IC50, µM (series often up to 10 µM), for inactives: at the highest dose inhibition;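 active = single-dose screening hits from any of four coupled enzyme assays that gave an IC50 when retested across doses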;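 note: the DPM-DC format reads NADH fluorescence rather than 340 nm absorbance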
Ecoli tolC: E. coli tolC mutant growth inhibition | E. coli BW25113 tolC mutant growth, OD615 | growth inhibition, % at 10 µM (by protocol) | 65,000 tested, 2.2% active | AID 573;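 active = growth inhibition at or above a cutoff equal to the mean over every tested compound plus 3 SD, cut at about 60% in these data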;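 note: growth measured after 20 h incubation at 37 °C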
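test system = E. coli BW25113 ΔtolC::kan bacteria | medium = LB with kanamycin 50 µg/mL | signal = OD at 615 nm | schedule = 37 °C, 20 h exposure | evaluation = % inhibition of E. coli growth | compound dosing = one dose of 10 µM final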
SF1 activator: activates the human nuclear receptor SF-1 | Q13285 | CHO-K1 Gal4-SF-1 LBD luciferase reporter; % increase over DMSO SF-1-specific signal | activation, % at 10 µM | 65,000 tested, 1.9% active | AID 522;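 active = activation above the mean activation of all tested compounds plus 3 SD, cut at about 50% in these data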
Target sequence (Q13285 whole entry, looked up, the tested form may be a part): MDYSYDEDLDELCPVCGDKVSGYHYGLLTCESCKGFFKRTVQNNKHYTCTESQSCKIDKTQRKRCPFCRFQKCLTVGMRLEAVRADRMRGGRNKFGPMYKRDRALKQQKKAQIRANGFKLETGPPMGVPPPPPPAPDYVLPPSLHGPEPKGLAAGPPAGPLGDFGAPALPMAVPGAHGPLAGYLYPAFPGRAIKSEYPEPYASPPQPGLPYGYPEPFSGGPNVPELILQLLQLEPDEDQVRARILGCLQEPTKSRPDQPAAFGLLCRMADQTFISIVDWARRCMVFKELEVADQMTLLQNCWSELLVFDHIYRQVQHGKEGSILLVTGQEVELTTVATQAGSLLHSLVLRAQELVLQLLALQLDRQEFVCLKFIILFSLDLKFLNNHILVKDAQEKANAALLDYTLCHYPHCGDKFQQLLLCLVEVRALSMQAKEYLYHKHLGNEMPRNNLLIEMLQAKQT
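Test system: CHO-K1 cells co-transfected with Gal4 DBD–human SF-1 LBD, 5xGal4 luciferase reporter. Quantity: 4,000 cells per well. Compound: 10 µM only. Incubation: compound added 1 h post-seeding, 20 h exposure at 37 °C, 5% CO2. Detection: SteadyLite luciferase luminescence. Replication: one test per compound.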
5-HT1A blocker: antagonists of human 5-HT1a serotonin receptor; P08908; CHO 5-HT1a Ga15 NFAT-bla reporter, antagonist mode; inhibition, % at 10 µM; 62,000 tested, 0.68% active;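 active = inhibition above the mean of all tested compounds plus 3 SD, cut at about 43% in these data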;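 note: receptor stimulated by 5-CT agonist at 100 nM near EC80; beta-lactamase reporter measured by ratiometric fluorescence of a cleavable substrate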
Target sequence (P08908 whole entry, looked up): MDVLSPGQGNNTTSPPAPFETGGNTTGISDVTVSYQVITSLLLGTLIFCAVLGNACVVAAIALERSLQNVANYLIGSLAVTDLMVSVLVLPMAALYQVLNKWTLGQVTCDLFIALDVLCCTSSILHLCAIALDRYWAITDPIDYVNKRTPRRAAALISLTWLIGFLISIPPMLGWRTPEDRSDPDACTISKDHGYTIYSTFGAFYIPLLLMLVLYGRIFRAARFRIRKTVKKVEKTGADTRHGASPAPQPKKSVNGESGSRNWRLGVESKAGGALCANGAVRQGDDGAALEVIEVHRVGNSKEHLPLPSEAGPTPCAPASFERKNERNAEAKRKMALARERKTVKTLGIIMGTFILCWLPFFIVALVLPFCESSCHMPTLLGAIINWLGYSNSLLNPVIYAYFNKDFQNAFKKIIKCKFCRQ
5HT1a ag: activates the human 5-HT1a serotonin receptor; activation, % at 10 µM; 65,000 tested, 0.56% active; AID 567; P08908; CHO 5-HT1a Ga15 NFAT-bla reporter, FRET ratio; 0% basal, 100% maximal reference agonist;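 active = activation above the screen-wide mean activation plus 3 SD, cut at about 19% in these data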;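 note: 0% = DMSO wells and 100% = 5-CT at EC100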
Numbers without * were called inactive; [ ] = dose if it differs, or a comment.

Results for O=C(CSc1nnc(-c2cccs2)n1-c1ccccc1)NCC1CCCO1 (centres undefined) ?
5HT1E antag: -4; RORa activator: -4; MMP13 inh: -1; HTR1E agonist: -0.3; NADH coupling: 5%; Ecoli tolC: -7; SF1 activator: 9; 5-HT1A blocker: -6; 5HT1a ag: -0.3

How did Cc1nc(C)n(CC(O)COc2ccc3c(c2)CCC3)n1 (centres undefined) do in these assays?
5HT1E antag: -6; RORa activator: 6; MMP13 inh: 6; HTR1E agonist: 0.5; NADH coupling: 3%; Ecoli tolC: 6; SF1 activator: 1; 5-HT1A blocker: 6; 5HT1a ag: -6.8

What do the screens show for `Nc1cc(N)nc(SCc2cccnc2)n1`?
5HT1E antag: -3; RORa activator: 3; MMP13 inh: 0; HTR1E agonist: 1.3; NADH coupling: 2%; Ecoli tolC: -2; SF1 activator: -2; 5-HT1A blocker: 8; 5HT1a ag: -2.2

What do the screens show for `COc1ccc(N2CSC3=C(C#N)C(c4cc(OC)c(OC)cc4OC)CC(=O)N3C2)c(OC)c1` (centres undefined)?
5HT1E antag: 0; RORa activator: -1; MMP13 inh: 4; HTR1E agonist: -0.1; NADH coupling: 10%; Ecoli tolC: -10; SF1 activator: -2; 5-HT1A blocker: 3; 5HT1a ag: 1.1

What do the screens show for `Cc1ccc(C)c(N2CCN(C(=O)CN3C(=O)c4ccccc4C3=O)CC2)c1`?
5HT1E antag: -9; RORa activator: -20; MMP13 inh: 3; HTR1E agonist: 0.5; NADH coupling: 0%; Ecoli tolC: 28; SF1 activator: -8; 5-HT1A blocker: -1; 5HT1a ag: -1.7

What do the screens show for `CC(C)(C)c1cc(C(=O)N2CCc3ccccc32)ccn1`?
5HT1E antag: 0; RORa activator: 7; MMP13 inh: -1; HTR1E agonist: -0.2; NADH coupling: 5%; Ecoli tolC: 2; SF1 activator: -13; 5-HT1A blocker: -5; 5HT1a ag: 0.2

How did CCOC(=O)C1CCN(C(=O)C2CCN(S(=O)(=O)CC)CC2)CC1 do in these assays?
5HT1E antag: -5; RORa activator: 12; MMP13 inh: 1; HTR1E agonist: -0.7; NADH coupling: 1%; Ecoli tolC: -21; SF1 activator: -10; 5-HT1A blocker: -8; 5HT1a ag: -4.2

What do the screens show for `CC1N=C2c3ccccc3N=C(SCc3cc(=O)n4ccccc4n3)N2C1=O` (centres undefined)?
5HT1E antag: 23; RORa activator: -14; MMP13 inh: -7; HTR1E agonist: 0.2; NADH coupling: 6%; Ecoli tolC: -4; SF1 activator: 12; 5-HT1A blocker: -10; 5HT1a ag: -0.3

What do the screens show for `Cc1cc(C)nc(NC2=NCC(=O)N2c2ccccc2)n1`?
5HT1E antag: 17; RORa activator: -13; MMP13 inh: -3; HTR1E agonist: 0.1; NADH coupling: 5%; Ecoli tolC: 4; SF1 activator: 2; 5HT1a ag: 0.3

How did O=C(Cn1nnc(-c2ccccc2NC(=O)c2ccccc2F)n1)NCc1ccco1 do in these assays?
5HT1E antag: 7; RORa activator: -3; MMP13 inh: 5; HTR1E agonist: -0.8; NADH coupling: 7%; Ecoli tolC: 9; SF1 activator: -8; 5-HT1A blocker: 3; 5HT1a ag: 0.5

How did CCN(CC)S(=O)(=O)c1cccc(-c2nnc(SCC(=O)c3cc(C)n(C4CC4)c3C)o2)c1 do in these assays?
5HT1E antag: 9; RORa activator: 14; MMP13 inh: -2; HTR1E agonist: -0.2; NADH coupling: 7%; Ecoli tolC: 16; SF1 activator: -9; 5-HT1A blocker: 1; 5HT1a ag: -0.5

What do the screens show for `CSc1nc(-c2ccccc2)nc2[nH]ccc(=O)c12`?
5HT1E antag: -11; RORa activator: 4; MMP13 inh: 0; HTR1E agonist: 0.8; NADH coupling: 6%; Ecoli tolC: 3; SF1 activator: 11; 5-HT1A blocker: 4; 5HT1a ag: 2.4

How did CS(=O)(=O)N1CCN(c2ccccc2NC(=O)c2ccc(-c3ccc(Cl)cc3Cl)o2)CC1 do in these assays?
5HT1E antag: -5; RORa activator: -5; MMP13 inh: 1; HTR1E agonist: 0.6; NADH coupling: 2%; Ecoli tolC: 6; SF1 activator: 12; 5-HT1A blocker: 23; 5HT1a ag: -1.0

How did CCn1nc(C(=O)N2CCN(Cc3ccc4c(c3)OCO4)CC2)c2ccccc2c1=O do in these assays?
5HT1E antag: 6; RORa activator: -8; MMP13 inh: 0; HTR1E agonist: -0.1; NADH coupling: 12%; Ecoli tolC: 3; SF1 activator: 15; 5-HT1A blocker: -14; 5HT1a ag: -0.9

Results for CCCCn1c(=S)[nH]c2ncccc2c1=O ?
5HT1E antag: 1; RORa activator: 5; MMP13 inh: -6; HTR1E agonist: -0.4; NADH coupling: 6%; Ecoli tolC: 0; SF1 activator: 0; 5-HT1A blocker: -14; 5HT1a ag: 1.2

In the list so far, these have a furan ring, fused or not:
How did O=C(Cn1nnc(-c2ccccc2NC(=O)c2ccccc2F)n1)NCc1ccco1 do in these assays?
5HT1E antag: 7; RORa activator: -3; MMP13 inh: 5; HTR1E agonist: -0.8; NADH coupling: 7%; Ecoli tolC: 9; SF1 activator: -8; 5-HT1A blocker: 3; 5HT1a ag: 0.5

How did CS(=O)(=O)N1CCN(c2ccccc2NC(=O)c2ccc(-c3ccc(Cl)cc3Cl)o2)CC1 do in these assays?
5HT1E antag: -5; RORa activator: -5; MMP13 inh: 1; HTR1E agonist: 0.6; NADH coupling: 2%; Ecoli tolC: 6; SF1 activator: 12; 5-HT1A blocker: 23; 5HT1a ag: -1.0

(continued)
Results for CC1CN(c2ncnc3c2cnn3-c2ccc(Cl)cc2)CC(C)O1 (centres undefined) ?
5HT1E antag: -10; RORa activator: 67*; MMP13 inh: -8; HTR1E agonist: -0.3; NADH coupling: 4%; Ecoli tolC: 4; SF1 activator: 75*; 5-HT1A blocker: -2; 5HT1a ag: -0.4

What do the screens show for `C=CCn1c(SCC(=O)N2CCOCC2)nc2sc3c(c2c1=O)CCCC3`?
5HT1E antag: -3; RORa activator: 14; MMP13 inh: -1; HTR1E agonist: 1.4; NADH coupling: 7%; Ecoli tolC: 14; SF1 activator: 1; 5-HT1A blocker: -22; 5HT1a ag: 2.1

How did CCCCn1c(=NC(=O)c2ccco2)c(C(=O)OCC)cc2c(=O)n3ccccc3nc21 do in these assays?
5HT1E antag: -1; RORa activator: 0; MMP13 inh: inactive[fluorescence artefact?]; HTR1E agonist: 2.9; NADH coupling: 6%[fluoresces]; Ecoli tolC: 6; SF1 activator: -5; 5-HT1A blocker: 11; 5HT1a ag: 5.1

How did O=C(Cn1cnc2c(cnn2-c2ccc(Cl)cc2)c1=O)NCC1CCCO1 (centres undefined) do in these assays?
5HT1E antag: -1; RORa activator: 12; MMP13 inh: -4; HTR1E agonist: 0.2; NADH coupling: 9%; Ecoli tolC: -17; SF1 activator: 4; 5-HT1A blocker: 0; 5HT1a ag: 0.7

How did Cc1ccc(C(=O)CC(C(=O)O)n2cccn2)cc1 (centres undefined) do in these assays?
5HT1E antag: 16; RORa activator: -11; MMP13 inh: 3; HTR1E agonist: -0.3; NADH coupling: 3%; Ecoli tolC: -1; SF1 activator: -2; 5-HT1A blocker: -4; 5HT1a ag: -2.9

How did O=C(O)c1ccc(N2C(=O)C3ON(c4ccccc4)C(c4ccccc4F)C3C2=O)cc1 (centres undefined) do in these assays?
5HT1E antag: -16; RORa activator: 22; MMP13 inh: 2; HTR1E agonist: -1.0; NADH coupling: 1%; Ecoli tolC: 11; SF1 activator: -19; 5-HT1A blocker: 2; 5HT1a ag: -0.6

Results for CCCCOC(=O)Nc1ccccc1C(N)=O ?
5HT1E antag: -3; RORa activator: -12; MMP13 inh: -2; HTR1E agonist: -0.5; NADH coupling: 4%; Ecoli tolC: 10; SF1 activator: -6; 5-HT1A blocker: -2; 5HT1a ag: 18

How did CCOc1ccc(C2C(C(=O)c3ccco3)=C(O)C(=O)N2Cc2cccnc2)cc1 (centres undefined) do in these assays?
5HT1E antag: 3; RORa activator: 31; MMP13 inh: -2; HTR1E agonist: -0.5; NADH coupling: 6%; Ecoli tolC: 9; SF1 activator: 26; 5-HT1A blocker: 1; 5HT1a ag: 1.3

Results for N#Cc1nc(-c2ccc(OCc3ccccc3)cc2)oc1NCc1cccnc1 ?
5HT1E antag: 14; RORa activator: 7; MMP13 inh: -20; HTR1E agonist: -0.1; NADH coupling: 10%; Ecoli tolC: 14; SF1 activator: 14; 5-HT1A blocker: -6; 5HT1a ag: 0.8

Results for CCOC(=O)N1CCC(N2C(=O)c3ccc(C(=O)O)cc3C2=O)CC1 ?
5HT1E antag: -2; RORa activator: -6; MMP13 inh: -6; HTR1E agonist: -0.4; NADH coupling: 8%; Ecoli tolC: -14; SF1 activator: -1; 5-HT1A blocker: -14; 5HT1a ag: -1.9

How did CCOC(=O)CNc1nc(C#N)nc(N2CCOCC2)n1 do in these assays?
5HT1E antag: -2; RORa activator: 15; MMP13 inh: 0; HTR1E agonist: -1.1; NADH coupling: 4%; Ecoli tolC: -11; SF1 activator: -15; 5-HT1A blocker: -5; 5HT1a ag: -1.8

How did Cc1cccc(-c2noc(CCc3ccccc3)n2)c1 do in these assays?
5HT1E antag: 9; RORa activator: 18; MMP13 inh: 4; HTR1E agonist: 0.6; NADH coupling: 5%; Ecoli tolC: 12; SF1 activator: 42; 5-HT1A blocker: 2; 5HT1a ag: -1.2

Results for COC(=O)c1cc(NC(=O)CCc2c(C)nc3ncnn3c2C)cc(C(=O)OC)c1 ?
5HT1E antag: 15; RORa activator: 3; MMP13 inh: 2; HTR1E agonist: -1.2; NADH coupling: 8%; Ecoli tolC: 4; SF1 activator: -13; 5-HT1A blocker: -2; 5HT1a ag: -4.6

How did CCN(CC)S(=O)(=O)c1ccc(Cl)c(C(=O)Nc2nncs2)c1 do in these assays?
5HT1E antag: 2; RORa activator: -9; MMP13 inh: 1; HTR1E agonist: 0.3; NADH coupling: 3%; Ecoli tolC: -2; SF1 activator: -2; 5-HT1A blocker: -5; 5HT1a ag: 1.6

What do the screens show for `CC(=O)C1C(c2ccccc2Cl)NC(=O)NC1(O)C(F)(F)F` (centres undefined)?
5HT1E antag: 2; RORa activator: 19; MMP13 inh: 3; HTR1E agonist: 1.4; NADH coupling: 4%; Ecoli tolC: -2; SF1 activator: -6; 5-HT1A blocker: -4; 5HT1a ag: -1.5

How did CCCCC(CCC(=O)Nc1ccc(C(=O)OC)cc1)C(=O)O (centres undefined) do in these assays?
5HT1E antag: 3; RORa activator: -6; MMP13 inh: -10; HTR1E agonist: 0.3; NADH coupling: 1%; Ecoli tolC: 3; SF1 activator: 21; 5HT1a ag: -3.3

How did CC(=O)CCc1ccc2oc(C(=O)O)c(C)c2c1 do in these assays?
5HT1E antag: 1; RORa activator: 2; MMP13 inh: 1; HTR1E agonist: -0.3; NADH coupling: 2%; Ecoli tolC: 0; SF1 activator: -13; 5-HT1A blocker: -93; 5HT1a ag: 0.7

How did NC(=O)CCN(Cc1ccccc1)S(=O)(=O)c1ccccc1 do in these assays?
5HT1E antag: -6; RORa activator: -6; MMP13 inh: -2; HTR1E agonist: 0.6; NADH coupling: 11%; Ecoli tolC: -8; SF1 activator: -1; 5-HT1A blocker: 1; 5HT1a ag: -1.0
